MazEF act – MazEF (E. coli) toxin RNase activation; FAM/BHQ RNA-DNA oligo cleavage fluorescence, 5 h; activation, % at 20 µM; actives 0.32% (n = 350,000); AID 504720; in the data active = activation above about 50%
Target sequence (P0AE70 whole entry, looked up): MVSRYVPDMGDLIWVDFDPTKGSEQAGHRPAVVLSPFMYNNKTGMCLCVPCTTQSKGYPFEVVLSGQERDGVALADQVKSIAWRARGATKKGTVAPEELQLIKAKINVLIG
Mtb UGM inh – inhibitors of M. tuberculosis UDP-galactopyranose mutase; P9WIQ1; purified UGM, fluorescence polarization probe displacement; inhibition, % at 10 µM; actives 0.06% (n = 320,000); in the data active = inhibition above about 10%, passing the limit was not always enough; inconclusive = no clear call, values can overlap the other calls
PrPC TRFRET – reduces human prion protein on the cell surface; P04156; cell surface PrPC, TR-FRET read-out; inhibition, % at 13.8 µM; actives 0.43% (n = 370,000); in the data active = inhibition above about 24%; note: 0% = median of the test wells and 100% = reference compound wells
FBA Mtb inh – inhibitors of M. tuberculosis fructose-bisphosphate aldolase. P9WQA3. purified M. tuberculosis FBA, fluorescence read-out. inhibition, % at 1 µM. actives 2.3% (n = 360,000); in the data active = inhibition above about 27%;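 note: 0% = vehicle and 100% = reference inhibitor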
Target sequence (P9WQA3 whole entry, looked up): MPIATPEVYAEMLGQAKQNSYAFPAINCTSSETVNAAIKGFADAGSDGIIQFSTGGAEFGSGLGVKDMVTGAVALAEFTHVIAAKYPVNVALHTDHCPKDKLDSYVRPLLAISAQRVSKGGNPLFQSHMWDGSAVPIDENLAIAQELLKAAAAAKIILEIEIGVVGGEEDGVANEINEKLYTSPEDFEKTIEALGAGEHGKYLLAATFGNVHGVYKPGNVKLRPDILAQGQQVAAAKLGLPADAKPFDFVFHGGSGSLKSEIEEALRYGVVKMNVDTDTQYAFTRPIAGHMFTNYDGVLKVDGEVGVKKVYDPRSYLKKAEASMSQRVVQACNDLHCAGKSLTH
FadD28 FP inh – M. tuberculosis FadD28 bisubstrate binding inhibition; inhibition, % at 12.5 µM; actives 0.22% (n = 360,000); FadD28 bisubstrate probe binding, fluorescence polarization; AID 588549; in the data active = inhibition above about 8.5%, passing the limit was not always enough; inconclusive = no clear call, values can overlap the other calls
BioA inh – blocks M. tuberculosis BioA enzyme activity | actives 0.096% (n = 360,000) | inhibition, % at 9.99 µM | purified M. tuberculosis BioA enzyme, plate reader; in the data active = inhibition above about 40%; inconclusive = no clear call, values can overlap the other calls
BoNT F protease – inhibitors of Botulinum neurotoxin F light chain protease. Multiplex microsphere protease cleavage assay, flow cytometry. inhibition, % at 10 µM. actives 0.22% (n = 360,000); in the data active = inhibition above about 35%, passing the limit was not always enough; inconclusive = no clear call, values can overlap the other calls; note: plate controls were buffer without enzyme for full effect and enzyme alone for no effect
Rv3671c protease – Rv3671c (M. tuberculosis) protease inhibition; P9WHR9; inhibition, % at 5.96 µM; actives 0.048% (n = 320,000); AID 2606; in the data active = inhibition above about 38%;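 note: extracellular domain of Rv3671c used as enzyme; 0% = enzyme with DMSO and 100% = no enzyme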
Target sequence (P9WHR9 whole entry, looked up, the tested form may be a part): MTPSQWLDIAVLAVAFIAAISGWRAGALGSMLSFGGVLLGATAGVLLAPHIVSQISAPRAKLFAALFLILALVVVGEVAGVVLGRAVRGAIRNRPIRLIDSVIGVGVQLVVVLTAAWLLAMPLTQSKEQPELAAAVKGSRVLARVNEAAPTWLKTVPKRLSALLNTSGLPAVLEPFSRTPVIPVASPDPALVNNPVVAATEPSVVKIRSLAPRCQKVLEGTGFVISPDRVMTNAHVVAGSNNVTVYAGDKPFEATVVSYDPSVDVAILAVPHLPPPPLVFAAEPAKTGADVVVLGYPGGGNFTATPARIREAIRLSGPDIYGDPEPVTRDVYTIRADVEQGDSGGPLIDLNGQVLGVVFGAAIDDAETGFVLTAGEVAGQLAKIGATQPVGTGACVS
GDH-TPI counter – counter-screen for M. tuberculosis FBA inhibitors: GDH-TPI coupled enzymes. GDH-TPI coupled enzyme counterscreen, NADH absorbance. inhibition, % at 4.8 µM. actives 1.2% (n = 360,000); in the data active = inhibition above about 30%;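 note: 0% = DMSO wells and 100% = wells lacking the enzyme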
* hit, by the source's call; ? = inconclusive; / = not tested or not shown; & = joins results of further samples.

smiles,BoNT F protease,FadD28 FP inh,MazEF act,Rv3671c protease,GDH-TPI counter,Mtb UGM inh,PrPC TRFRET,BioA inh,FBA Mtb inh
CN(Cc1ccccc1)C(=O)COC(=O)Cc1ccc(Cl)cc1,-3,-5.7,-4,-1,1,-1.5,6,/,-3
O=C(CN1C(=O)C2CCCCC2C1=O)Nc1nc2ccc(F)cc2s1 (stereo not given),10,-1.3,-3,1,-9,1.8,6,/,-3
Cc1ccc2cc(C#N)c(SCC(=O)N3CCCc4ccccc43)nc2c1,-2,-2.0,-22,-14,-5,-2.3,2,/,2
CCN(CC)S(=O)(=O)c1ccc2[nH]cc(C(=O)NCCN3CCCCC3C)c(=O)c2c1 (stereo not given),-9,-2.9,1,3,15,-2.1,1,0.3,20
COc1ccc(/C=N/NC(=O)c2ccc(Br)cc2)c(OC)c1,-6,-0.9,0,-4,14,-0.2,8,18,3
CCCSc1nc2cc(OC)c(OC)cc2c(=N)n1CCCN1CCOCC1,2,-2.3,1,3,8,2.8,-11,/,0
Cc1ccsc1C1C(C#N)=C(N)N(N(C)C)C2=C1C(=O)CC(C)(C)C2 (stereo not given),-3,-1.2,14,-8,8,1.5,4,-1.5,-1
CN(C)Cc1cc(CCNC(=O)c2ccc(Cl)cc2)ccc1O,?,0.1,11,1,-2,-0.3,-6,-0.8,3
COc1ccc(-c2nnc(SCC(=O)NC3CCCc4ccccc43)n2N)cc1 (stereo not given),-8,-2.3,4,-14,-4,-0.8,2,/,1
COc1ccc(NC(=O)c2nc[nH]c2C(=O)N2CCC(C)CC2)cc1,-1,-2.6,-1,5,-3,1.8,7,0.6,-4
CC(OC(=O)Cc1c[nH]c2ccccc12)C(=O)NC1CCCCC1C (stereo not given),-6,-0.5,4,-3,-1,0.1,11,0.0,-3
NC(N)=Nc1nc(CSCC/C(N)=N/S(N)(=O)=O)cs1,4,-3.0,-5,-3,-10,-1.6,-5,0.5,-2
CNC(=O)c1c(NC(=O)c2cccc(C)c2)sc2c1CCC2,?,-2.0,6,-17,22,-0.2,5,2.9,5
O=C(NC(=S)NCCSc1ccccc1)c1cccnc1,-2,0.0,3,-18,2,-3.6,1,/,6
S=C1NCN(CCc2ccccc2)CN1Cc1ccccc1,?,-2.3,0,-3,-7,3.7,-6,-0.2,-3
CCOc1ccc(C(=O)NC2CCN(C(=O)Nc3ccccc3OC)CC2)cc1,-14,0.6,12,0,8,-1.0,-10,-3.2,-2
CNC(=O)OCc1nc(SC2CCCCO2)n(C)c1COC(=O)NC (stereo not given),-9,-1.6,/,/,/,/,0,/,0
O=C(NN1CCOCC1)c1ccc(Cl)cc1[N+](=O)[O-],3,-0.5,5,-7,4,-1.2,-20,-0.8,0
O=C(CCN1CCN(c2ccccc2)CC1)Nc1nccs1,-6,-0.2,2,-3,-2,-1.8,-9,/,-2
N#CCOc1nc(N2CCCCC2)nc(N2CCCCC2)n1,-2,-1.2,4,-13,2,1.5,10,-1.0,-2
O=C(NC(=S)N1CCN(c2ccc(O)cc2)CC1)c1cccs1,2,-1.6,4,5,26,2.8,6,1.2,7
CN(CC(=O)Nc1ccc(F)cc1)C(=O)c1ccc(OCc2ccccc2)cc1,-2,0.3,-11,/,15,/,1,-0.7,5
NC(C(=O)O)c1cc(=O)[nH]o1 (stereo not given),-10,0.1,4,5,-5,1.0,-1,-0.7,2
Cc1oc(CC(C)C)cc1C(=O)NCCCC(=O)O,-5,-0.2,-6,3,8,-2.1,-18,/,2
CCNc1nc(NCC)nc(N(C#N)CCOc2ccccc2)n1,-3,-3.2,3,-7,-3,3.4,10,/,-1

(listing goes on)
smiles,BoNT F protease,FadD28 FP inh,MazEF act,Rv3671c protease,GDH-TPI counter,Mtb UGM inh,PrPC TRFRET,BioA inh,FBA Mtb inh
Cc1ccc(S(=O)(=O)N2CCN(C(=O)Cc3ccsc3)CC2)c(C)c1,-4,-0.4,3,3,3,-0.5,8,2.2,-2
Cc1cc(C)n(C(=O)c2ccc(S(=O)(=O)NCC3CCCO3)cc2)n1 (stereo not given),8,-1.0,1,-4,7,-1.6,-2,0.9,0
O=C(O)/C=C/C(=O)Nc1cccc2c1-c1ccccc1C2=O,-13,-8.6,2,/,16,/,-26,/,-1
COc1ccc(N2C(=O)CC(NNC(=O)c3ccco3)C2=O)cc1 (stereo not given),-2,-1.3,4,7,2,-2.2,-2,-1.4,1
CC(=NNC(=O)C(C)SC(C)C(=O)NN=C(C)c1cccnc1)c1cccnc1 (stereo not given),2,-2.2,8,/,9,/,2,0.1,-2
CNC(C)C#Cc1ccc2sc3cccc(OC)c3c(=O)c2c1 (stereo not given),14,-4.6,6,-16,16,-1.5,3,2.4,12
Cc1cc(NC(=O)C(=O)NCCN2CCN(S(C)(=O)=O)CC2)ccc1Br,-2,-1.8,6,2,-10,-1.0,4,/,5
C[C@@H]1CC[C@]2(C(=O)O)CC[C@]3(C)C(=CCC4[C@@]5(C)CC[C@H](O)[C@@](C)(C(=O)O)C5CC[C@]43C)C2[C@]1(C)O (stereo not given in full),-4,0.6,1,-2,7,1.2,6,-0.8,2
Cc1cccc(CS(=O)(=O)c2ncc(CO)n2C)c1,0,-3.9,4,-2,-12,-2.2,4,3.8,0
C[C@@H]1CN([C@H](C)CO)C(=O)c2cc(C#CC3CCCCC3)cnc2O[C@H]1CN(C)Cc1cccnc1,-4,2.7,4,/,12,/,-2,1.4&2.9&4.4,2
CCC(C(=O)O)N1C(=O)c2ccccc2C1=O (stereo not given),-7,-2.6,7,-3,2,0.6,9,/,-1
CC(=O)c1ccc(NC(=O)c2sc3nc(N4CCOCC4)c4c(c3c2N)CCCC4)cc1,-5,-2.2,-9,0,11,-3.2,5,1.6,5
CC1CCN(c2ccc([N+](=O)[O-])cc2C(=O)N2CCOCC2)CC1,0,0.1,-4,0,13,-1.2,-14,0.3,-8
CCOC(=O)c1c(/N=C/c2cc(C)ccc2O)sc2c1CCC2,12,0.2,-3,13,10,-0.6,8,/,2
Cc1cc2oc(C(=O)N3CCN(Cc4ccccc4)CC3)c(C)c2cc1C,-6,-4.3,-9,-5,-6,1.4,-2,/,3
O=C(CCCN1C(=O)S/C(=C\C=C\c2ccccc2)C1=O)Nc1ccc(C(=O)O)cc1,0,/,2,-35,19,0.7,-8,-0.3,4
O=C(NC(c1ccccc1)c1ccsc1)C1CCN(Cc2ccccc2)CC1 (stereo not given),-6,-1.0,/,/,4,/,-13,0.6,-1
COC(=O)CSc1nnc2n(C3CCCCC3)c(=O)c3c4c(sc3n12)CCCC4,0,-2.6,4,-10,0,1.5,1,1.3,0
Cc1cc(F)ccc1NCC(=O)Nc1ccccc1Br,2,-1.5,12,-2,2,-0.9,5,0.4,50*
O=C(NCCS(=O)(=O)NCc1ccccc1Cl)c1ccc2c(c1)OCO2,-4,2.4,-2,-2,3,3.9,-3,0.5,0
O=C(COc1ccc(Cl)cc1)N(Cc1ccccc1)c1ccccn1,-17,-1.4,-5,1,3,3.4,2,0.3,2
Cn1cccc1C(=O)C(=O)Nc1ccccc1,-1,-4.0,9,6,5,0.5,-1,/,-5
CCC(C)(C)NC(=O)C(c1ccc(OC)cc1)N(C(=O)CCC(=O)Nc1cc(C)on1)c1cc(OC)ccc1OC (stereo not given),-2,-3.2,4,2,-10,1.3,-10,2.4,-5
Cc1nc2c(Br)c(C)nn2c2c1CCC2,0,-2.2,-1,0,6,1.9,-1,/,4
O=C(NCC(=O)N1CCCCCC1)c1ccc(OC(F)F)cc1,-2,-0.1,4,2,7,-0.6,5,2.1,-1

(cont.)
smiles,BoNT F protease,FadD28 FP inh,MazEF act,Rv3671c protease,GDH-TPI counter,Mtb UGM inh,PrPC TRFRET,BioA inh,FBA Mtb inh
COc1ccc(-n2nc(C(=O)NCC(=O)N3CCN(C)CC3)c3ccccc3c2=O)cc1,4,-0.4,10,3,1,1.5,-1,-0.9,-1
Cc1ccc(S(=O)(=O)NC(CC(C)C)C(=O)N2CCN(C/C=C/c3ccccc3)CC2)cc1 (stereo not given),-16,-2.7,-3,-2,5,1.7,3,-0.8,-1
Cc1[nH]c2ccccc2c1C1=CC(=O)C=CC1=O,-20,2.1,-10,/,8,/,-8,-1.1,2
COc1ccccc1NC(=O)C12CC3CC(C1)CC(c1ccc(C)cc1)(C3)C2,1,0.8,-3,7,-1,0.1,-2,-1.1,0
O=C(Nc1cc(Cl)ccc1N1CCOCC1)c1ccc(=O)[nH]c1,-2,-1.5,10,0,12,1.3,-3,-1.7,2
O=C(Cn1nnc(-c2ccccc2)n1)NNC(=O)c1ccc(Br)cc1,8,-3.9,10,5,-9,0.6,8,/,-1
CCOc1ccc2nc(S(=O)(=O)NC(=O)C3(C)CCN3C(=O)CCc3cccs3)sc2c1 (stereo not given),5,-2.9,/,/,4,/,22,-0.5,-2
CCN1CCN(C(=O)c2[nH]c3ccc(OC)cc3c2C)CC1,-4,0.1,9,1,4,1.9,-2,-2.2,4
Cc1ccc(C)c(OCCC(=O)OCC(=O)Nc2cccnc2Cl)c1,-6,-3.6,3,6,-5,-1.8,0,0.7,-3
CC(Oc1ccc(F)cc1)C(=O)Nc1sc2c(c1C(=O)NCc1cccnc1)CCCC2 (stereo not given),1,-2.8,-5,-3,6,0.7,4,/,-1
N#Cc1ccsc1NC(=O)CN(Cc1ccccc1)Cc1ccccc1,-4,-0.2,-13,-13,0,-3.2,-9,-1.5,0
CCN(CC(=O)Nc1cc(Cl)cc(Cl)c1)CC(=O)NC1CCS(=O)(=O)C1 (stereo not given),-1,-6.3,-10,0,-3,0.2,-4,1.5,2
CCN1C(=O)c2ccccc2Sc2ccc(C(=O)NC(C)C)cc21,9,-0.8,6,-1,2,-0.4,-2,2.7,1
CCCCNC(=S)Nc1ccc(Cl)cc1,-65,-4.0,-6,4,-4,3.4,11,/,1
O=C(CCNS(=O)(=O)c1ccc(Br)cc1)NC1CCCCC1,-11,-1.7,2,1,2,0.5,6,-1.5,3
O=C(O)c1ccc(-n2c(-c3ccc(Br)cc3)n[nH]c2=S)cc1,3,-4.1,-8,-9,-3,0.6,/,/,0
O=C(Cn1cnc([N+](=O)[O-])c1)c1ccc(F)cc1,-9,-2.1,-3,0,10,-0.8,-4,-0.6,-1
CC1Cc2ccccc2N1C(=O)CSc1nnc(-c2ccc(S(=O)(=O)N3CCCC3)cc2)n1C (stereo not given),-5,-2.3,-1,-18,5,1.7,3,-1.2,3
COC(=O)C[C@@H]1C[C@H]2c3cc(NS(C)(=O)=O)ccc3O[C@H]2[C@H](CO)O1,3,0.2,-3,/,2,/,6,1.0,3
COc1ccc(C)cc1NC(=O)c1ccc2c(SCC(=O)O)c3c(nc2c1)CCCC3,-7,-2.5,-4,-25,25,5.4,4,/,2
CCn1c(COc2cccc(OC)c2)nnc1SCC(=O)Nc1cc(OC)ccc1OC,-4,-2.8,3,1,1,0.5,13,5.6,-6
COC(=O)NCC1(C)CC(NC(=O)OC)CC(C)(C)C1 (stereo not given),-11,-2.5,6,2,5,-1.5,0,-0.5,-1
Cc1ccc(O)c(C2=NCCNC(C(F)(F)F)=C2)c1,-7,-3.1,6,8,17,0.0,-5,-0.7,-8
O=C(Nc1ccccc1F)N1CCc2ccccc2C1,-12,/,-9,/,2,-3.9,0,-2.5,4
COc1cc(C2C(C(C)=O)=C(O)C(=O)N2CCc2ccc(OC)c(OC)c2)ccc1O (stereo not given),7,-2.9,-1,9,12,-1.1,-3,/,-1
O=C(Nc1nn[nH]n1)c1cccc(Oc2ccccc2)c1,-5,-0.2,-7,-6,6,0.2,9,/,-1

Part of the list above, showing only MazEF act:
Structure | MazEF act
COc1ccc(C)cc1NC(=O)c1ccc2c(SCC(=O)O)c3c(nc2c1)CCCC3 | -4
CCN1CCN(C(=O)c2[nH]c3ccc(OC)cc3c2C)CC1 | 9
CCN1C(=O)c2ccccc2Sc2ccc(C(=O)NC(C)C)cc21 | 6
